# Source: PubChem BioAssay
# Bcl-W Bim block: inhibitors of Bim-Bcl-W interaction, human; inhibition, % at 10 µM; AID 952; bead-based flow cytometry, Bim peptide-Bcl-W binding; actives 0.02% (n = 190,000);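 further: 0% = bound tracer without compound and 100% = peptide blocker; higher means less fluorescent Bim peptide bound to Bcl-W beads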
# Target sequence (Q92843 whole entry, looked up): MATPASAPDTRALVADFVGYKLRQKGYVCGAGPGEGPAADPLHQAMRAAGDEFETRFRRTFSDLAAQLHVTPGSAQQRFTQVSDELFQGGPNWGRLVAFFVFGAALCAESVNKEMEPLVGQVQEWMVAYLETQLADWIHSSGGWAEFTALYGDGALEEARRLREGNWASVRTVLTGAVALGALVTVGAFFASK
# Bfl-1 Bim block: inhibitors of Bim-Bfl-1 interaction, human | AID 1008 | Bead-based flow cytometry, Bim-Bfl-1 binding inhibition | actives 0.12% (n = 190,000) | Q16548 | inhibition, % at 10 µM;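 further: 0% = wells without compound plus tracer and 100% = blocker peptide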
# HRas wt GTP bind: modulators of GTP binding to human HRas wildtype | P01112 | actives 0.14% (n = 190,000) | GST-Ras wt beads, Bodipy-FL-GTP binding, flow cytometry; actives lie on both sides | GTP binding activity, % at 10 µM | AID 759;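 active means GTP binding activity at least 20% away from the 100% baseline, either lowered as inhibitor or raised as activator; inconclusive means flagged as likely green fluorescent, judged across all proteins in the well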;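 further: 0% = unlabeled GTP competition control and 100% = no-compound control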
# Target sequence (P01112 whole entry, looked up): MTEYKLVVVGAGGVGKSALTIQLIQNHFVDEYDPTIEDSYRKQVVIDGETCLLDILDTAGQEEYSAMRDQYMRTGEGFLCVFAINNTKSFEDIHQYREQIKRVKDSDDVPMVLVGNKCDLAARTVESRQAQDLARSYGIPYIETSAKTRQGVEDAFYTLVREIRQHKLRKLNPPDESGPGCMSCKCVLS
# Rab2A wt mod: changes GTP binding to wildtype dog Rab2A, up or down; P61105; GST-Rab2 wt beads, Bodipy-GTP binding, flow cytometry; GTP binding activity, % at 10 µM; actives 0.19% (n = 190,000);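 active means GTP binding activity at least 20 points away from 100%, either lowered or raised; inconclusive means signal likely due to the compound's own green fluorescence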;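 further: 0% = beads with excess unlabeled GTP and 100% = no-compound control corrected for plate trend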
# Bim-Bcl-2: inhibitors of Bim-Bcl-2 interaction, human; Bead-based flow cytometry, Bim peptide-Bcl-2 binding; inhibition, % at 10 µM; actives 0.06% (n = 190,000); AID 950; in the data active means inhibition above about 40%; inconclusive means no clear call, values can overlap the other calls;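 further: 0% = no compound wells with probe peptide and 100% = reference peptide inhibitor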
# Target sequence (P10415 whole entry, looked up): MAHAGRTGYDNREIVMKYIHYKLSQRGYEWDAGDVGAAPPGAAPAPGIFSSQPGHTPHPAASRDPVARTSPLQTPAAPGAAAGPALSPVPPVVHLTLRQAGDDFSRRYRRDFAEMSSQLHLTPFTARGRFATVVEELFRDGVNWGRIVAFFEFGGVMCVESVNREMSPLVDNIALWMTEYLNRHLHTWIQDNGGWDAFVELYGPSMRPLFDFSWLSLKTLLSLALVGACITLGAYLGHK
# Bim-Bcl-B: inhibitors of Bim-Bcl-B interaction, human; Q9HD36; bead-based flow cytometry, Bim peptide-Bcl-B binding; inhibition, % at 10 µM; actives 0.073% (n = 190,000);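 further: 0% = tracer peptide without compound and 100% = reference inhibitor peptide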
# Target sequence (Q9HD36 whole entry, looked up): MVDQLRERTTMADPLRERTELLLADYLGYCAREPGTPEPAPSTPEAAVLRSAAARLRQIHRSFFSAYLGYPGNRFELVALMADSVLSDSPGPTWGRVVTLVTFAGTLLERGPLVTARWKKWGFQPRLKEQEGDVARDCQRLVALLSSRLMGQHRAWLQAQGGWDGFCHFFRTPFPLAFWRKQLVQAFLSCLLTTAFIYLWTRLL
# Rac1 wt GTP bind: modulators of human Rac1 wildtype GTP binding; P63000; GST-Rac1 beads, fluorescent GTP binding, flow cytometry; actives lie on both sides; 0 = cold GTP competed, 100 = untreated; GTP binding activity (% of control), % at 10 µM; actives 0.27% (n = 190,000);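 active means GTP binding activity at least 20 points away from the 100% control level, either lower or higher; inconclusive means compound flagged as likely green fluorescent, judged across all proteins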
# Rac1 mut GTP: human Rac1 activated mutant GTP binding change | P63000 | GST-Rac1 activated beads, fluorescent GTP binding, flow cytometry; actives lie on both sides; 100% means binding = to untreated wells | percent activity (GTP binding), % at 10 µM | actives 0.11% (n = 190,000) | AID 764;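 active means GTP binding at least 20 percentage points away from the 100% baseline, in either direction, so actives lie on both sides; inconclusive means Compound likely fluorescent itself, or too few beads counted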
# Bim-Bcl-XL: human Bim-Bcl-XL interaction inhibition. Q07817. Bim peptide-Bcl-XL binding, bead flow cytometry, fluorescence. inhibition, % at 10 µM. actives 0.04% (n = 190,000)
# Cdc42 wt GTP: human Cdc42 wildtype GTP binding change, either direction | P60953 | GST-Cdc42 beads, Bodipy-GTP binding, flow cytometry; actives lie on both sides | percent activity (GTP binding), % at 10 µM | actives 0.2% (n = 190,000);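 active means percent activity GTP binding at least 20 points away from the 100% baseline, either down as inhibitor or up as activator; inconclusive means compound flagged as likely green fluorescent from well-wide comparison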;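 further: median bead fluorescence of bound Bodipy-FL-GTP at 100 nM; 0% = excess unlabeled GTP control and 100% = no compound control; below 100% means less GTP binding so inhibitor and above means activator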
# Rab7 wt GTP bind: modulators of GTP binding to dog Rab7 wildtype GTPase; GST-Rab7 beads, fluorescent GTP binding, flow cytometry; actives lie on both sides; untreated = 100%, excess cold GTP = 0%; GTP binding activity (percent of control), % at 10 µM; actives 0.055% (n = 190,000); AID 758;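 active means fluorescent GTP binding to Rab7 beads changed by at least 20 points from the 100% baseline, either direction, mostly lower; inconclusive means compound itself probably fluorescent, or too few beads counted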;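 further: median green fluorescence of bound Bodipy-FL-GTP per Rab7 bead population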
# * marks the source's active call; other numbers are inactive results; ? = inconclusive; & = joins results of further samples. Unless noted, no stated cut-off is given here; in the data, active means inhibition above about 40%.
SMILES,Bcl-W Bim block,Bfl-1 Bim block,HRas wt GTP bind,Rab2A wt mod,Bim-Bcl-2,Bim-Bcl-B,Rac1 wt GTP bind,Rac1 mut GTP,Bim-Bcl-XL,Cdc42 wt GTP,Rab7 wt GTP bind
COc1cc(/C=N/Nc2ccc(Cl)c(C(=O)O)c2)ccc1OCC(=O)N1C(C)CCCC1C (stereo not given),-2,-5,87,82,1,0,86,81,-7,80,89
Cc1ccc(NC(=O)c2cnccn2)c(OC(F)F)c1,0,1,99,99,1,2,101,96,1,99,100
COc1ccccc1/C=C(/NC(=O)c1ccc(Cl)cc1Cl)C(=O)O,-5,-6,98,98,-2,-4,99,94,-5,94,109
CCC(C)NC(=O)C1c2cc(OC)c(OC)cc2C(=O)N(C)C1c1ccc(OC)cc1 (stereo not given),0,-14,103,102,-6,-4,106,100,-1,105,98
CC1(C)Cc2c(c(N3CCCC3)nc3sc4c(N5CCN(CCO)CC5)ncnc4c23)CO1,-1,4,105,99,-1,-2,105,102,-4,105,100
CCCCNC(=O)C1CCN(S(=O)(=O)N2CCCCCC2)CC1,0,-1,101,100,-4,-5,107,103,-6,104,100
COc1ccc(-n2c(=O)c3c4c(sc3n(CC(=O)Nc3cc(C)[nH]n3)c2=O)CCC4)c(OC)c1,-5,-9,99,101,-5,-7,100,97,-5,98,103
Cc1ccc(CS(=O)(=O)Cc2ccc(C(=O)NCC3CCCO3)o2)cc1 (stereo not given),-6,-19,99,99,-11,-10,107,98,-9,101,101
CC1(C)Oc2ccc(C(=O)N3CCCC3)cc2N(CC(=O)NCc2ccccc2)C1=O,0,-10,101,100,-4,-6,105,100,0,100,100
COc1ccc(CC(=O)n2nc(-c3ccc(Cl)cc3)nc2NCc2ccco2)cc1,-3,-2,100,99,-6,-2,101,101,-1,100,97
O=C(NCc1ccc(F)cc1)c1ccccc1OCc1ccccc1,-1,-12,98,100,-6,-9,101,101,-7,93,95
COc1ccc(N2C(S)=C(C#N)C(=O)NC23CCCCC3)cc1,0,-4,94,96,-2,-1,94,93,-3,96,94
O=C1C2C3C=CC(C3)C2C(=O)N1c1ccc(N2CCN(c3ccccn3)CC2)c([N+](=O)[O-])c1 (stereo not given),-1,-7,93,96,-2,-1,96,94,0,94,95
CCOc1ccc(C(C)NC(=S)NCc2ccc(Cl)cc2)cc1 (stereo not given),1,-5,95,94,1,-1,95,93,-1,95,97
Cc1cccc(NC(=O)C2(C)CC3c4ccccc4C2c2ccccc23)c1C (stereo not given),1,0,101,100,4,0,105,98,-1,104,100
O=c1[nH]c(CSc2ccccn2)nc2c1oc1ccccc12,0,-6,96,94,-2,-1,97,93,0,94,96
O=C1CN(C(=O)COc2ccc(Br)cc2)c2ccccc2N1,4,-3,96,96,-1,0,100,99,0,97,98
Cc1cc(C)c(NC(=O)/C(C#N)=C/c2ccc(OCc3ccc(F)cc3)cc2)c(C)c1,-3,-6,99,96,-8,-6,104,98,-2,102,99
O=C(Cc1ccc(Br)cc1)NCCc1ccc(Cl)cc1Cl,-6,-16,99,99,-8,-12,104,98,-6,102,98
S=C(c1c[nH]c2ccccc12)N1CCOCC1,-7,15,100,100,-5,-52,100,95,-15,96,106
C/C(CC1CC(C)OC1=O)=N\NC(N)=S (stereo not given),-4,-13,101,99,-15,-17,109,102,-13,104,100
O=C(COc1ccccc1)N1CCN(c2ncccn2)CC1,-2,-3,99,103,-6,-3,100,96,-1,104,105
CN(CC(=O)Nc1ccc(SC(F)F)cc1)C1CCCCC1,0,-4,97,100,-1,-3,101,99,-2,99,98
CC(C)OCCCN1CN(S(=O)(=O)c2ccc(Cl)cc2)c2nc3ccccc3nc21,-5,-4,108,109,-2,-1,110,104,-7,112,99
CN(C)CCNC(=O)/C(=N\O)c1ccccn1,0,-1,97,100,1,0,101,98,-1,99,96
CCN=C1SC(C(=O)Nc2ccccc2)CC(=O)N1CC (stereo not given),0,2,98,98,0,-5,101,98,-3,100,96
O=C(O)C1(c2ccccc2)CCN(S(=O)(=O)c2cccs2)CC1,-3,-3,94,94,-7,-1,95,95,-3,96,95
O=C(Nc1ccccc1C(F)(F)F)N1CCC(N2CCCCC2)CC1,2,-13,102,104,-7,-6,108,101,-2,106,99
N=c1c2c3c(sc2ncn1CCCO)CCCC3,-5,-3,?,?,-2,0,?,?,-1,?,?
COc1ccc(Nc2nc(N/N=C/c3ccc(N(C)C)cc3)nc(C)c2[N+](=O)[O-])cc1,-6,-2,100,99,-3,-3,101,96,-10,100,100
CCN(CC)S(=O)(=O)c1cccc(NC(=O)c2ccc(Sc3nncn3C)c([N+](=O)[O-])c2)c1,-1,-5,97,96,0,-5,97,96,-3,97,102
COC(=O)C[N+](C)(C)CC#Cc1ccccc1,0,-1,103,102,0,-6,107,101,0,102,102
CCc1noc(C)c1C(=O)N1CC(C)OC(C)C1 (stereo not given),0,-14,101,99,-4,-5,104,100,-10,103,99
CNc1ccccc1C(C)(C)c1cc(-c2ccc(F)cc2)no1,-4,-9,101,98,-5,-6,103,100,-6,99,98
CN(C)CC(C)(C)CNS(=O)(=O)c1ccc(Cl)c(Cl)c1,-1&5,1&5,98&97,99&99,-2&2,-3&4,99&104,100&98,-2&9,101&100,98&99
CC12CC(O)C3c4ccc(O)cc4CCC3C1CCC2=O (stereo not given),-1,-7,101,101,-4,-4,103,95,-3,95,107
CCOC(=O)/C(=N\NC(=O)c1ccccc1)c1ccccc1,2,-15,102,102,-8,-4,115,97,1,99,106
Cc1ccc(C(C)C)c(OCC(=O)NN=C2CCCC2)c1,0,-3,99,98,0,0,95,93,-2,94,100
Cc1cc(C(=O)NC(CC(C)C)C(=O)O)cc(C)c1[N+](=O)[O-] (stereo not given),0,-1,100,95,1,0,101,100,-1,96,100
O=C1c2ccccc2NC(c2ccc([N+](=O)[O-])cc2)N1O (stereo not given),2,-4,98,95,-2,-2,100,100,0,98,94

# Quoted from the results shown, 3 compounds:
SMILES,Bcl-W Bim block,Bfl-1 Bim block,HRas wt GTP bind,Rab2A wt mod,Bim-Bcl-2,Bim-Bcl-B,Rac1 wt GTP bind,Rac1 mut GTP,Bim-Bcl-XL,Cdc42 wt GTP,Rab7 wt GTP bind
Cc1ccc(C(C)C)c(OCC(=O)NN=C2CCCC2)c1,0,-3,99,98,0,0,95,93,-2,94,100
Cc1cc(C(=O)NC(CC(C)C)C(=O)O)cc(C)c1[N+](=O)[O-] (stereo not given),0,-1,100,95,1,0,101,100,-1,96,100
O=C1c2ccccc2NC(c2ccc([N+](=O)[O-])cc2)N1O (stereo not given),2,-4,98,95,-2,-2,100,100,0,98,94

# Part of the list above, set out differently:
# Screens in order – Bcl-W Bim block | Bfl-1 Bim block | HRas wt GTP bind | Rab2A wt mod | Bim-Bcl-2 | Bim-Bcl-B | Rac1 wt GTP bind | Rac1 mut GTP | Bim-Bcl-XL | Cdc42 wt GTP | Rab7 wt GTP bind
CN(CC(=O)Nc1ccc(SC(F)F)cc1)C1CCCCC1
    0 | -4 | 97 | 100 | -1 | -3 | 101 | 99 | -2 | 99 | 98
CC(C)OCCCN1CN(S(=O)(=O)c2ccc(Cl)cc2)c2nc3ccccc3nc21
    -5 | -4 | 108 | 109 | -2 | -1 | 110 | 104 | -7 | 112 | 99
CN(C)CCNC(=O)/C(=N\O)c1ccccn1
    0 | -1 | 97 | 100 | 1 | 0 | 101 | 98 | -1 | 99 | 96
CCN=C1SC(C(=O)Nc2ccccc2)CC(=O)N1CC (stereo not given)
    0 | 2 | 98 | 98 | 0 | -5 | 101 | 98 | -3 | 100 | 96

# Additional records follow:
SMILES,Bcl-W Bim block,Bfl-1 Bim block,HRas wt GTP bind,Rab2A wt mod,Bim-Bcl-2,Bim-Bcl-B,Rac1 wt GTP bind,Rac1 mut GTP,Bim-Bcl-XL,Cdc42 wt GTP,Rab7 wt GTP bind
O=C(O)CCC(=O)N1CCc2cc(S(=O)(=O)N3CC=C(c4ccccc4)CC3)ccc21,0,-8,98,96,-1,-3,101,96,-3,97,100
Cc1cccc(N(CC(=O)NC2CCCC2)C(=O)CCCC(=O)Nc2ccccn2)c1,-1,0,99,101,-6,0,93,98,0,94,100
COc1ccc(Cc2c(O)nc(SCC(=O)N3CCCCCC3)[nH]c2=O)cc1,-4,0,97,97,5,-5,102,98,-1,97,97
CCOC(=O)N1CCN(c2ccc(C(F)(F)F)cn2)CC1,0,-2,99,102,0,-3,100,101,-4,102,101
CC(C)CCNC(=O)NC(=O)COC(=O)c1cc(S(=O)(=O)N2CCOCC2)ccc1N1CCCCC1,-3,-12,96,97,-11,-6,98,94,-7,97,97
NC(=O)C1CCN(C(=O)CCC(=O)c2ccc(Br)cc2)CC1,1,-3,99,97,0,-2,99,96,-2,98,104
O=C(CN1CCC(n2nnc3cc(F)ccc32)CC1)N1CCCc2ccccc21,-1,-9,96,96,-10,-6,95,94,-4,94,94
CCOc1cc(CO)c(Br)cc1OCC(=O)O,1,-9,100,101,-8,-6,104,101,-2,102,102
COc1ccc(C(=O)CSc2nnc(CNc3ccc(C)cc3C)n2Cc2ccco2)cc1,-1,-13,102,102,-13,-11,105,100,-9,102,100
C=CCn1c(N)c(C(=O)Nc2ccc(C)c(C)c2)c2nc3ccccc3nc21,5,-1,?,?,-2,9,?,?,9,?,?
CC1CCc2c(C(=O)Oc3cccc(-n4cnnn4)c3)csc2C1 (stereo not given),1,-10,98,99,-6,-3,104,100,-1,98,99
CCN(C(=O)COC(=O)CNC(=O)c1ccc2ccccc2c1)C1CCS(=O)(=O)C1 (stereo not given),5,2,97,98,1,0,101,98,-1,99,96
CCOC(=O)C1CCN(C(=O)CNS(=O)(=O)c2ccc(Br)s2)CC1,-7,-13,101,102,-5,-5,109,99,-5,103,98
CCCCN(CC)S(=O)(=O)c1ccc(C(=O)N(CCCN(C)C)c2nc3cc(C)cc(C)c3s2)cc1,-7,-4,94,97,-3,-5,98,94,-11,96,103
Cc1cc([N+](=O)[O-])cc2c1NC(=O)C2(O)N1CCCCCC1 (stereo not given),1,-6,101,100,1,6,107,104,3,103,101
